# Screening results from PubChem.
# LMPTP inh: LMPTP phosphatase inhibitors, primary screen, biochemical, fluorescence intensity, uHTS; Low molecular weight phosphotyrosine protein phosphatase (Homo sapiens), P24666; recombinant LMPTP-A, OMFP fluorogenic substrate; inhibition, % at 20 µM; hit rate 0.22% among 360,000; AID 651560, 2012;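 active = compounds that cut the enzyme signal by at least half of the control window in the single-dose screen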;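 also: plate controls were DMSO wells with enzyme plus substrate for no effect and substrate without enzyme for full effect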
# Target sequence (P24666 whole entry, looked up): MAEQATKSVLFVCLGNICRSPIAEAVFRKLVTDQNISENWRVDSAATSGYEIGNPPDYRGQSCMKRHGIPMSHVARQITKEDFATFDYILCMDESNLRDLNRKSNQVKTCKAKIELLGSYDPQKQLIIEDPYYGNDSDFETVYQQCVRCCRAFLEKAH
#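 Material: LMPTP-A; amount: 0.625 nM enzyme; doses: single 20 µM dose; times: reaction 50 min, room temperature, dark; technique: fluorescence intensity of OMFP turnover product; benchmarks: no-enzyme and uninhibited controls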
# eLon inh: inhibitors of E. coli Lon protease, primary screen, biochemical, fluorescence polarization | P0A9M0 | purified E. coli Lon protease | inhibition, % at 7.94 µM | hit rate 0.42% among 360,000; in the data active = inhibition above about 13%, passing the limit was not always enough;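 also: 0% = enzyme with probe and DMSO and 100% = no enzyme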
# MsrA act: bovine MsrA enzyme activators, primary screen, biochemical, absorbance, HTS | Methionine sulfoxide reductase A (Bos taurus) | purified bovine MsrA, absorbance read-out | activation, % at 10.6 µM | hit rate 0.3% among 360,000 | AID 602163, 2012; in the data active = activation above about 7.5%;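 also: 0% = vehicle and 100% = reference activator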
# STEP block: STEP phosphatase inhibitors, primary screen, biochemical, fluorescence intensity, uHTS | Tyrosine-protein phosphatase non-receptor type 5 (Homo sapiens), P54829 | AID 588621, 2011 | inhibition, % at 20 µM | hit rate 0.25% among 360,000 | recombinant STEP, OMFP fluorogenic substrate;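 active = inhibition at 20 µM, scaled per plate between control wells, above about 37%, limit read from the data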;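 also: 0% = DMSO with enzyme and substrate and 100% = substrate only without enzyme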
# Target sequence (P54829 whole entry, looked up): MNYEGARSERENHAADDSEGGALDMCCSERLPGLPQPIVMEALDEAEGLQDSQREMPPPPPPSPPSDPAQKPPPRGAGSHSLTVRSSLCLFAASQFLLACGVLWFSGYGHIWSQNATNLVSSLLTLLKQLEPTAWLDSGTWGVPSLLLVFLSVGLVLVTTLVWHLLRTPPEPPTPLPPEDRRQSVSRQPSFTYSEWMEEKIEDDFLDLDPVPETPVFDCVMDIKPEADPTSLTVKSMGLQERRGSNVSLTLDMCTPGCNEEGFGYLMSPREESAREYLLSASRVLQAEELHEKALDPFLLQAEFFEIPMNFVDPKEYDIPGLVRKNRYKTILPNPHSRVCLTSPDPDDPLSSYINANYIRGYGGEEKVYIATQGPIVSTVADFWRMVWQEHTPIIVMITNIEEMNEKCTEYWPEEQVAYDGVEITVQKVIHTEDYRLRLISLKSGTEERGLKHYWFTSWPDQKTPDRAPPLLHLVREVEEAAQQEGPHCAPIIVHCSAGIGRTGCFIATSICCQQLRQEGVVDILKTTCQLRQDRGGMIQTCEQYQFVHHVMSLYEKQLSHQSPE
#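 Material: STEP (striatal-enriched tyrosine phosphatase) enzyme, cell-free | Medium: 50 mM Bis-Tris pH 6.0 with 2.5 mM DTT and 0.005% Tween 20 | Read-out: Percent inhibition scaled to no-enzyme and uninhibited-enzyme controls, plate-pattern corrected | Signal: Fluorescence read at 480 nm ex / 540 nm em | Times: 20 min reaction, room temperature, in the dark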
# DNMT1 inh: human DNMT1 methyltransferase inhibitors, primary screen, biochemical, molecular beacon, fluorescence, HinP1I cleavage, uHTS. hit rate 0.83% among 360,000. DNA (cytosine-5)-methyltransferase 1 (Homo sapiens), P26358. inhibition (reported as % activation of signal), % at 10 µM; in the data active = inhibition above about 50%
# Scp-1 inhibitor: Scp-1 phosphatase inhibitors, primary screen, biochemical, colorimetric, uHTS; Carboxy-terminal domain RNA polymerase II polypeptide A small phosphatase 1 (Homo …; Recombinant Scp1, phosphopeptide, malachite green phosphate absorbance; inhibition, % at 20 µM; hit rate 0.88% among 340,000; AID 493091, 2011;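 active = inhibition above about 50% at 20 µM, limit read from the data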;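 also: plate controls were DMSO wells with enzyme for no effect and wells lacking enzyme for full effect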
# Target sequence (Q9GZU7 76-261 limits assumed): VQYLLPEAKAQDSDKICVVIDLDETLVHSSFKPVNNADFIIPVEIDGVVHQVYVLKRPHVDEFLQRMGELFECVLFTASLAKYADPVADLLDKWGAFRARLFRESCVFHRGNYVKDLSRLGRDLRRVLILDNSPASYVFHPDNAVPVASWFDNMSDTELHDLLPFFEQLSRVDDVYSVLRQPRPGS
#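 Test system: SCP-1 catalytic domain; Buffer or medium: Acidic Tris acetate buffer with magnesium and detergent; Also added: Phosphorylated 17-residue peptide substrate; Compound: single 20 µM dose, 1% DMSO; Schedule: enzyme reaction 45 min at room temperature, colour 5 min, stabilisation 30 min; Signal: Phosphate-binding colour reagent, absorbance read at 630 nm.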
# NRP1-CendR mod: modulators of CendR peptide binding to NRP-1, primary screen, biochemical, fluorescence polarization, uHTS | Neuropilin-1 (Homo sapiens), O14786 | FAM-RPARPAR peptide binding to NRP-1 | inhibition, % at 25 µM | hit rate 0.85% among 360,000 | AID 602438, 2012;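 active = inhibition or corrected inhibition above about 18%, plus a signal ratio from 0.5 to 1.5, limit read from the data, passing the limit was not always enough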; also: strong numbers were not always called active
# SUMO1 PPI mod: modulators of SUMO1 protein-protein interactions, primary screen, biochemical, uHTS | Small ubiquitin-related modifier 1 (Homo sapiens), P63165 | SUMO1 binding to a labelled peptide, TR-FRET, 1 h | inhibition, % at 20 µM | hit rate 0.33% among 360,000 | AID 602429, 2012; in the data active = inhibition above about 37%
# Tb MetRS inh: T. brucei MetRS inhibitors, primary screen, biochemical, luminescence; hit rate 0.4% among 360,000; AID 624268, 2012; purified T. brucei MetRS, ATP depletion, Kinase-Glo luminescence; methionyl-tRNA synthetase (Trypanosoma brucei brucei); inhibition, % at 11.9 µM;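 active = inhibition above a per-plate cutoff of the control wells' mean inhibition plus 3 SD, cut at about 5.5% in these data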;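 also: 0% = DMSO wells median and 100% = median of wells with control inhibitor compound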
#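 assay system = parasite MetRS enzyme | timing = 15 min preincubation, 2 h reaction, all 25 °C | evaluation = percent inhibition relative to median high and low control wells | medium = HEPES buffer containing pyrophosphatase, BSA, spermine, DTT | compound = single dose, 11.9 µM final nominal, 0.9% final DMSO | detection = Kinase-Glo luminescence, ATP depletion format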
# MsrA inh: bovine MsrA enzyme inhibitors, primary screen, biochemical, absorbance, HTS; purified bovine MsrA, absorbance read-out; inhibition, % at 15.5 µM; hit rate 0.75% among 360,000; AID 651718, 2012; in the data active = inhibition above about 4.5%;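 also: 0% = vehicle wells with enzyme and 100% = reference inhibitor wells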
# * marks the source's active call; other numbers are inactive results; · = no result given.
SMILES	LMPTP inh	eLon inh	MsrA act	STEP block	DNMT1 inh	Scp-1 inhibitor	NRP1-CendR mod	SUMO1 PPI mod	Tb MetRS inh	MsrA inh
Cc1ccc(C(=O)N2CCC3(CC2)Oc2ccc(Cl)cc2C(=O)C32CC(c3ccccc3)=NO2)s1 (stereo unspecified)	1.7	20	-6	4	-8	-6	5	-2	-0.4	1.1
O=[N+]([O-])c1cccc(/C=N/NC2CCS(=O)(=O)C2)c1 (stereo unspecified)	0.4	0	-2	0	-3	2	-5	-10	0.2	0.1
CCOC(=O)c1oc2cc(OC(C)=O)ccc2c(=O)c1-c1ccc(OC)c(OC)c1	-3.0	-2	-3	0	-2	-23	7	-8	2.6	0.0
CC(C)(C)OC(=O)N1CCN(C(=O)c2[nH]cnc2C(=O)Nc2nccs2)CC1	-1.7	3	-8	-4	7	-11	0	3	-0.2	0.7
COc1ccc2[nH]c(-c3ccccc3)cc2c1	1.9	0	-1	-3	-7	-22	6	-9	-0.1	0.8
COc1ccc(S(=O)(=O)Nc2ccc3cn[nH]c3c2)cc1C	-0.6	-6	-3	1	-4	-1	11	1	-0.2	-0.2
CC(C)CCSc1nc(N2CCOCC2)c2c(c1C#N)CC(C)(C)OC2	3.6	8	-3	2	5	-9	-2	4	-0.3	1.2
C=CCn1c(SCc2ccc(Br)cc2F)nc2cc(C(=O)O)ccc2c1=O	0.8	7	0	1	2	-15	4	6	0.3	3.5
CCc1ccc(C(=O)C(C)OC(=O)C2COc3ccccc3O2)cc1 (stereo unspecified)	1.4	-17	-1	-2	10	-10	2	3	-1.0	-0.6
CCCc1cc(=O)n2nc(N3CCC(C(=O)Nc4c(F)c(F)c(F)c(F)c4F)CC3)sc2n1	-1.9	-5	-1	-1	0	-6	-11	2	-0.2	-0.5
CCOC(=O)/C(O)=C/c1ncc(C(F)(F)F)cc1Cl	-1.2	-4	-10	4	-3	1	-4	-3	-1.0	0.8
CCOc1ncccc1C(=O)OCC(=O)NCCc1ccccc1	-2.6	2	-3	-2	1	1	0	-1	-0.5	-1.1
CN(CC(=O)Nc1ccc(F)cc1)C(=O)COC(=O)/C=C/c1ccc(OC(F)F)cc1	-0.5	-5	-5	-1	3	-7	-1	-16	-0.4	-0.1
COCCn1c(C)cc(C2=NNC(=Nc3ccccc3F)SC2)c1C	1.1	-9	-1	-2	-16	-11	-7	0	-0.5	0.3
CC(C)OCCCNC(=O)c1ccc2c(c1)NC(=O)c1ccccc1S2	-0.9	5	-2	0	1	-9	-2	3	-0.5	-1.5
Cc1ccc(C#CC(C)(O)C(C)(C)C)cn1 (stereo unspecified)	-1.1	-8	-1	-1	0	-11	4	-2	1.7	0.5
C=CCn1c(-c2ccc(Cl)cc2)ccc(C#N)c1=O	3.0	-2	-2	4	-2	-4	-12	2	-0.5	-0.6
COc1cccc(N=Nc2ccc3ccccc3c2O)c1	3.2	-6	-4	7	-2	-8	-4	-8	-0.5	-0.8
Cc1ccc(C)c(C2=NNC(=O)CC2)c1	-1.2	7	-1	0	-1	-9	3	-1	0.9	0.5
C/C(Cl)=C/Cn1c(N2CCCC2)nc2c1c(=O)n(C)c(=O)n2C	-0.4	3	-9	-1	1	-7	-3	2	-0.7	-0.4
Cc1cccn2cc(COc3cccc([N+](=O)[O-])c3)nc12	1.1	2	-2	0	-5	-6	5	-14	1.1	-0.1
O=C(NS(=O)(=O)NC1CCCCC1)C1=C(N2CCCC2)COC1=O	-1.1	-6	1	3	33	-8	16	0	-0.3	1.0
O=[N+]([O-])c1ccc(/C=C/c2ccc3cccc([N+](=O)[O-])c3n2)cc1	10	3	-3	4	-1	-2	-6	-12	0.1	-0.5
CCOC(=O)c1[nH]c(CO)c(C(=O)OCC)c1C	-1.6	1	-7	-3	-12	-7	10	2	-1.4	-1.2
O=C1/C(=C/C=C/c2ccco2)SC(=S)N1c1ccc(O)cc1	58*	-24	-4	16	93*	59*	-170	60*	1.4	0.3
CC(C)(C)NC(=O)Cn1nnc(-c2ccc(S(C)(=O)=O)cc2)n1	-1.5	9	-3	3	1	0	1	1	-1.8	0.8
CCOC(=O)C(NS(=O)(=O)c1ccccc1)(C(F)(F)F)P(=O)(OC(C)C)OC(C)C (stereo unspecified)	-0.1	-3	-2	0	2	-10	-6	3	-0.6	0.6
COc1ccccc1N(C)S(=O)(=O)c1ccc(Cl)c(C(=O)NCCCN2CCOCC2)c1	-0.2	-2	-1	2	-1	2	-6	3	-0.1	1.5
CCCN(CC(=O)Nc1ccccc1C)C(=O)c1ccc(NC2CC2)c([N+](=O)[O-])c1	1.0	3	2	0	0	-7	-12	-25	-0.2	-0.3
O=C(c1cc(-c2ccc(Cl)cc2)on1)N1CCc2ccccc2C1	-0.1	-7	-3	0	2	-10	1	6	-0.1	1.3

# Ordered by molecular weight (lowest first): 7 of the compounds above.
SMILES	LMPTP inh	eLon inh	MsrA act	STEP block	DNMT1 inh	Scp-1 inhibitor	NRP1-CendR mod	SUMO1 PPI mod	Tb MetRS inh	MsrA inh
CCOC(=O)c1[nH]c(CO)c(C(=O)OCC)c1C	-1.6	1	-7	-3	-12	-7	10	2	-1.4	-1.2
Cc1cccn2cc(COc3cccc([N+](=O)[O-])c3)nc12	1.1	2	-2	0	-5	-6	5	-14	1.1	-0.1
O=[N+]([O-])c1ccc(/C=C/c2ccc3cccc([N+](=O)[O-])c3n2)cc1	10	3	-3	4	-1	-2	-6	-12	0.1	-0.5
O=C1/C(=C/C=C/c2ccco2)SC(=S)N1c1ccc(O)cc1	58*	-24	-4	16	93*	59*	-170	60*	1.4	0.3
O=C(c1cc(-c2ccc(Cl)cc2)on1)N1CCc2ccccc2C1	-0.1	-7	-3	0	2	-10	1	6	-0.1	1.3
CCCN(CC(=O)Nc1ccccc1C)C(=O)c1ccc(NC2CC2)c([N+](=O)[O-])c1	1.0	3	2	0	0	-7	-12	-25	-0.2	-0.3
CCOC(=O)C(NS(=O)(=O)c1ccccc1)(C(F)(F)F)P(=O)(OC(C)C)OC(C)C (stereo unspecified)	-0.1	-3	-2	0	2	-10	-6	3	-0.6	0.6

# Other compounds:
Compound | LMPTP inh | eLon inh | MsrA act | STEP block | DNMT1 inh | Scp-1 inhibitor | NRP1-CendR mod | SUMO1 PPI mod | Tb MetRS inh | MsrA inh
N#CC1(NC(=O)COC(=O)CCN=C2NS(=O)(=O)c3ccccc32)CCCCC1 | -2.8 | -5 | -11 | -1 | 1 | -7 | -2 | 0 | -0.5 | 1.2
CCN(CC)c1ccc(O)c(C=Nc2ccc(C)c(C)c2)c1 | 2.3 | -5 | -5 | 0 | -2 | -11 | -5 | 12 | -0.9 | 4.1
N#CCSc1nc2ccccc2o1 | -1.2 | 12 | -3 | 1 | -1 | -9 | 4 | -3 | -0.6 | 0.0
Cc1ccccc1S(=O)Cc1ccc(C(=O)N2CCN(C3CCCCC3)CC2)o1 (stereo unspecified) | -1.7 | 2 | 0 | -2 | 4 | · | 5 | -6 | -0.3 | 1.3
Cc1ccc(NCC(=O)N/N=C\C(Br)=C\c2ccccc2)cc1 | 1.8 | -5 | -2 | 0 | 1 | -3 | 12 | 3 | 0.7 | -0.7
Cc1ccc(C2(CCN)CCOC(C(C)C)C2)cc1 (stereo unspecified) | -0.7 | 14 | 0 | -2 | 12 | -6 | -16 | 16 | -0.6 | -0.4
Cc1ccc(CNC(=O)C2(c3cccs3)CCOCC2)cc1 | 0.4 | 5 | -6 | -3 | 0 | 1 | 9 | 1 | -1.4 | 0.5
Cc1cccc(OCC(=O)Nc2nc3ccc([N+](=O)[O-])cc3s2)c1 | 0.3 | 3 | 0 | 0 | 5 | 4 | -14 | -12 | -0.2 | -1.6
CCOc1ccc(C(c2c(NC(=O)c3ccccc3)sc(C)c2C)N2CCN(CCO)CC2)cc1 (stereo unspecified) | 0.6 | -2 | -2 | 8 | -5 | -13 | -3 | 2 | -0.3 | -0.2
CCc1nc2ccc(C(=O)NCCCN(C)C)cn2c1N(CC)CCOC | -1.7 | -1 | -7 | -2 | 1 | · | -3 | -2 | -0.3 | 0.0
CCn1c2ccccc2c2nnc(SCC(=O)c3ccccc3)nc21 | 3.4 | 2 | 0 | 3 | -5 | -8 | -11 | -9 | 0.5 | -0.1
Cn1c(=NC(=O)COc2ccccc2)sc2cccc(F)c21 | -0.9 | -8 | -3 | 2 | 3 | -6 | 13 | 4 | 0.6 | -0.6
CN(CCO)c1ccc2c(c1)OC[C@@H](Cc1ccccc1)NS2(=O)=O | -0.4 | 5 | -2 | · | · | · | 5 | 1 | 0.1 | -0.6
C=CCC1(Cl)C(=O)C(Cl)=C(N2CCN(C)CC2)C1(OC)OC (stereo unspecified) | -1.1 | 1 | -3 | -3 | -1 | -11 | 11 | -2 | -0.4 | 1.6
COc1ccc(CCC(C)Nc2ccc(F)c(F)c2)cc1 (stereo unspecified) | 0.2 | -5 | -5 | -6 | -2 | -7 | -3 | -2 | 0.4 | 0.0
O=c1sc(N2CCN(c3ccc(F)cc3)CC2)nc2ccsc12 | 1.7 | -3 | 7.8* | 2 | 2 | -19 | -7 | -156 | 0.0 | 0.8
